# From PubChem
# Menin-MLL TR inh: qHTS Assay for Inhibitors Targeting the Menin-MLL Interaction in MLL Related Leukemias: Competition With Texas Red Labeled MLL-derived Mutant Peptide; O00255; Menin + Texas Red MLL mutant peptide, fluorescence polarization; Potency, µM (doses to about 61.6 µM), inactives show top-dose FP activity change, negative = inhibition, most hits filed as inhibitors; 270,000 tested, 0.23% active; active = well fitted inhibition curve with a large enough effect in the polarisation, with a control signal flat, not every such curve was filed as active; inconclusive = small, poorly fitted or top-dose-only effect, or effect the other way, or a change in a side signal; inactive = no such curve, though single readings can be large or run the other way; the % refers to the polarisation; note: potency is the fitted concentration of half-maximal effect; % of control where 0% means no effect; many of its hits are not listed in these tables
# p53 reactivator: qHTS assay for re-activators of p53 using a Luc reporter. H1299 p53-A138V BP100-luciferase reporter, luminescence, 24 h. Potency, µM (series often up to 92.2 µM), for inactives: at the top dose activity change, positive = activation, usual class: activators. 320,000 tested, 0.063% active. AID 504706, 2011; note: potency is the fitted concentration of half-maximal effect; % of control where 0% means no effect; nearly all actives have a fitted effect of over 45% in size
#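 p53-null H1299 cells stably carrying temperature-sensitive p53-A138V and a BP100-luciferase reporter were pinned with compounds (4-point, 1:5 series) and held 24 hrs at 37 deg C. Luminescence was read 10 min after detection reagent.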
# FLuc counter: qHTS profiling assay for firefly luciferase inhibitor/activator using purifed enzyme and Km concentrations of substrates (counterscreen for miR-21 project) | Luciferin 4-monooxygenase (Photinus pyralis), P08659 | purified FLuc, Km substrates, luminescence inhibition | Potency, µM (highest dose often 57.5 µM), without a hit: at the highest dose activity change, negative = inhibition, actives largely listed as inhibitors | 360,000 tested, 6.9% active | AID 588342, 2011;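 note: potency is the fitted concentration of half-maximal effect; plate controls were vehicle for no effect and reference inhibitor for full effect; nearly all actives have a fitted effect of over 55% in size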
# Target sequence (P08659 whole entry, looked up): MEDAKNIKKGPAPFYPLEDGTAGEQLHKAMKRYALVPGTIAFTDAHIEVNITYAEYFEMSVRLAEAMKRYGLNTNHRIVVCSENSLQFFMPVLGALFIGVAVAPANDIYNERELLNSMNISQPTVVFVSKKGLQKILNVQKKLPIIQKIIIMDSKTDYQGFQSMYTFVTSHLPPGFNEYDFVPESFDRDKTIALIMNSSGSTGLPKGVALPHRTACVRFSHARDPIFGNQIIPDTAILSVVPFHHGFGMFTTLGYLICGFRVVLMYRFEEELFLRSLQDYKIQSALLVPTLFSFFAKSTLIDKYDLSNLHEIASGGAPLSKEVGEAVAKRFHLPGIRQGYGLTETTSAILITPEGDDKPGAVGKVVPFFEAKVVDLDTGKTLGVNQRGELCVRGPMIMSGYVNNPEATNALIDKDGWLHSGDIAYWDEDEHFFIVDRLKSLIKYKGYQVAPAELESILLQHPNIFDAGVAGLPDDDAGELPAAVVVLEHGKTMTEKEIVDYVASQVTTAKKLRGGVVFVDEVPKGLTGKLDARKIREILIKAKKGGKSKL
#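 Purified P. pyralis luciferase, 10 nM final, with Km-level 10 uM D-luciferin and 10 uM ATP in 50 mM Tris acetate pH 7.5, 10 mM Mg acetate, 0.01% Tween-20, 0.05% BSA; 6-point qHTS titration about 60 µM downward; luminescence read.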
# NPC1 promoter act: qHTS Assay for NPC1 Promoter Activators; Potency, µM (top dose mostly 9.22 µM), inactives show at the top dose activation, usual class: activators; 320,000 tested, 2.4% active; Huh7 NPC1 promoter luciferase reporter, 24 h;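 note: potency is the fitted concentration of half-maximal effect; % of control where 0% means no effect; nearly all actives have a fitted effect of over 60% in size; reporter is driven by a mutant NPC1 promoter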
#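 Compounds in DMSO were transferred onto Huh7 NPC1-luciferase reporter cells pre-incubated 2 h; after 24 h at 37 °C, Amplite reagent was dispensed and luminescence recorded 10 min later.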
# ELG1 genotoxic: qHTS screen for small molecules that induce genotoxicity in human embryonic kidney (HEK293T) cells expressing luciferase-tagged ELG1 | HEK293T ELG1-luciferase reporter, luminescence, 16 h | Potency, µM (series often up to 46 µM), without a hit: at the highest dose activity change, positive = activation, hits mostly activators | 330,000 tested, 1.3% active | AID 504466, 2011; note: potency is the fitted concentration of half-maximal effect; % of control where 0% means no effect; nearly all actives have a fitted effect of over 60% in size
#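 Genotoxic stress is detected as increased luminescence from luciferase-tagged ELG1 in HEK293T cells, measured with ONE-Glo after a 16 hr treatment at 37 °C.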
# Gal4-VP16 FLuc: VP16 counterscreen qHTS for inhibitors of ROR gamma transcriptional activity | Drosophila S2 Gal4-VP16 UAS-luciferase, luminescence, 20 h | Potency, µM (top dose mostly 53.6 µM), for inactives: at the top dose activity, negative = inhibition, usual class: inhibitors | 310,000 tested, 3.5% active | AID 2546, 2010;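 note: Gal4-VP16 expression switched on by copper sulfate through the metallothionein promoter; potency is the fitted concentration of half-maximal effect; % is set by controls: 0 for no effect and ±100 for the full control effect; nearly all actives have a fitted effect of over 50% in size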
# RORgamma inh: qHTS for inhibitors of ROR gamma transcriptional activity; Nuclear receptor ROR-gamma (Mus musculus), P51450; Drosophila S2 Gal4-RORgamma UAS-luciferase reporter, 20 h; Potency, µM (highest dose often 53.6 µM), without a hit: at the highest dose activity change, negative = inhibition, most hits filed as inhibitors; 310,000 tested, 5.4% active; AID 2551, 2010; note: potency is the fitted concentration of half-maximal effect; % is set by controls: 0 for no effect and ±100 for the full control effect; nearly all actives have a fitted effect of over 60% in size
#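 Luciferase reporter read in Schneider cells carrying Gal4-RORγ (mouse) and UAS-Photinus luciferase; cells given compound 1 h before 700 uM copper sulfate induction, then incubated 20 h at ambient temperature.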
# PKM2 act: qHTS Assay for Activators of Human Muscle isoform 2 Pyruvate Kinase | Pyruvate kinase PKM (Homo sapiens), P14618 | purified PKM2, Kinase-Glo ATP luminescence, activation; response scale: 0% is enzyme alone, no compound | Potency, µM (series often up to 57.5 µM), for inactives: top-dose activation, most hits filed as activators | 260,000 tested, 0.34% active | AID 1631, 2009; note: potency is the fitted concentration of half-maximal effect; % is set by controls: 0 for no effect and ±100 for the full control effect; nearly all actives have a fitted effect of over 55% in size
# Target sequence (P14618 whole entry, looked up, canonical isoform): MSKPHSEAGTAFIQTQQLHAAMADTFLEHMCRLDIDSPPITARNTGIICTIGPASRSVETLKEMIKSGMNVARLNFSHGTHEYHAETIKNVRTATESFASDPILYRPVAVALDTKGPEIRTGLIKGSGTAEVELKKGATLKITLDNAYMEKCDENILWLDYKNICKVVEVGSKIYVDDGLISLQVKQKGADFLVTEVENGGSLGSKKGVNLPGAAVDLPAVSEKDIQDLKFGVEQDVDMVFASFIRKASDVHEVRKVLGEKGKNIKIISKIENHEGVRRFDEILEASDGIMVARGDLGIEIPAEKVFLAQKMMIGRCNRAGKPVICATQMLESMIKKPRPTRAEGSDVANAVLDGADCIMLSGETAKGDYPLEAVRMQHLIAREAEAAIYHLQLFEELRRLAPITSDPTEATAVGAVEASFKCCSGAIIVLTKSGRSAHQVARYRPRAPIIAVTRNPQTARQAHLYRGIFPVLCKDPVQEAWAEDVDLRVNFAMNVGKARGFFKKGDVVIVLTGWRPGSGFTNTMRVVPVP
#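 Purified hPK-M2 (>95%) run at intermediate activity with 0.1 mM ADP and 0.5 mM PEP in 50 mM imidazole pH 7.2, KCl, MgCl2; 1 h room temperature. ATP formed read by Kinase-Glo luminescence; normalized to uninhibited and no-enzyme controls.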
# Giardia killer: Small Molecules that selectively kill Giardia lamblia: qHTS; Giardia lamblia trophozoite viability; activity change, % at 7.66 µM, hits read low; 340,000 tested, 0.15% active; in the data active = activity change below about -80%; inconclusive = between about -30% and that limit;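 note: parasites exposed to compound for two days anaerobically before the ATP read; % is set by controls: 0 for no effect and ±100 for the full control effect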
#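 Luminescence from cellular ATP indicates surviving trophozoites (100 cells/well) following 48 hrs anaerobic compound treatment at 37 deg C; signal develops 15-30 min at room temperature.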
# Rab9 promoter act: qHTS Assay for Rab9 Promoter Activators; Huh7 Rab9 promoter-luciferase reporter, luminescence, 24 h; Potency, µM (top dose mostly 9.22 µM), for inactives: at the highest dose activation, negative = inhibition, most hits filed as activators; 320,000 tested, 2.8% active; AID 485297, 2010; note: potency is the fitted concentration of half-maximal effect; % of control where 0% means no effect; nearly all actives have a fitted effect of over 60% in size
#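 Luciferase signal after 10 min detection reagent at ambient indicates Rab9 promoter upregulation; stably transfected Huh7 cells were treated 24 h with compound in DMSO at 37 °C, 5% CO2.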
# BRCA1 expr act: qHTS Assay to Identify Small Molecule Activators of BRCA1 Expression. MCF7-BRCA1-FFLuc reporter, luminescence, 48 h; response scale: scaled: vehicle 0%, 10 µM genistein 100%. Potency, µM (doses to about 46.1 µM), for the others: at the highest dose activation, most hits filed as activators. 380,000 tested, 1.1% active; note: potency is the fitted concentration of half-maximal effect; nearly all actives have a fitted effect of over 80% in size; some results filed as inactive show a strong effect at the top dose
#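 Quantitative HTS in MCF7 cells stably reporting BRCA1 expression via firefly luciferase. Compound treatment lasts 48 h at 37 °C in phenol-red free MEM. Activation is expressed relative to genistein at 10 microM and DMSO.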
# * = called active by the depositor; u = inconclusive; x = no result given; [ ] = remark or other dose. Unless noted, calls come from the whole dose curve; as a rule, active = well fitted curve in the direction sought with a large enough effect; inconclusive = small, poorly fitted or top-dose-only effect, or another doubt; inactive = no such curve, though single readings can be large; an effect the other way counts as inactive or inconclusive. Only part of the results is shown; count on the stated rates, not on these rows.
SMILES,Menin-MLL TR inh,p53 reactivator,FLuc counter,NPC1 promoter act,ELG1 genotoxic,Gal4-VP16 FLuc,RORgamma inh,PKM2 act,Giardia killer,Rab9 promoter act,BRCA1 expr act
CN(C)CCCNC(NC(=O)c1cccs1)C(Cl)(Cl)Cl (configuration not stated),3%,-2%,1%,1%,0%,3%,-12%,-10%,15,-5%,12%
Cn1cccc1/C=C1\SC(=S)N(NC(=O)c2ccccc2O)C1=O,x,-1%,-14%,-1%,5%,-12%,45%,1%,-9,1%,-14%
O=C(NC1CC1)C1=C[C@H](c2c[nH]c3ccccc23)C[C@H](OCCCCO)O1,x,-1%,-3%,-5%,3%,4%,13%,5%,38[activator],-3%,-46%
O=C(COC(=O)c1cc([N+](=O)[O-])ccc1NCc1ccccc1)NCc1ccccc1Cl,-13%,8%,2%,-1%,11%,0%,-8%,-3%,-8,-5%,-9%
CCN1C(=O)CC(c2ccccc2)CC1=O,x,1%,7%,0%,-1%,x,x,x,7,-4%,-23%
O=C(NCCS(=O)(=O)NCc1ccco1)c1ccccc1,x,-3%,-2%,-1%,0%,x,x,x,-7,-1%,12%
N#CC1=C(N)C(C#N)(C#N)[C@H](c2ccncc2)[C@H]2CC3(CC=C12)OCCO3,1%,u,-1%,-3%,11%,-1%,u,8%,-3,-1%,8%
CCOC(=O)c1ccc(NC(=O)NCc2ccccc2)cc1,17%,-1%,-20%,2%,2%,-14%,u,-1%,-20,8%,20%
CCc1ccc(NC(=O)C2CC(=O)N=C(N)S2)cc1 (configuration not stated),-22%,-2%,1%,-1%,2%,-1%,-20%,7%,-2,0%,0%
COc1cccc(NC(=O)[C@H](C)NC(=O)N2CCn3c2nc2ccccc23)c1,x,-2%,-19%,11%,-1%,u,21%,x,-15,0%,-17%
O=C(CSc1nc2ncc(Cl)cc2[nH]1)Nc1ccccc1-c1ccccc1,3%,-5%,1%,0%,-6%,-8%,-29%,0%,19,-7%,-28%
COc1ccc(CN2CCCCC2C)cc1C (configuration not stated),5%,1%,-2%,-5%,2%,12%,-16%,0%,-9,-4%,3%
COc1cccc(C(=O)O/N=C(\N)c2ccc(C)cc2)c1,67%[activator],u,1.9µM*,3.2µM*,u,-21%,-41%,x,2,26%,60%
COc1cccc(CNC(=O)c2ccncc2)c1,x,-1%,17µM*,4%,-5%,3%,11%,3%,0,0%,-27%
O=C(Cc1ccc(Cl)cc1)c1c[nH]c(C(=O)NCc2cccnc2)c1,-14%,0%,-1%,-2%,-10%,-5%,-1%,3%,-23,-3%,-30%
O=C1c2ccccc2C(Nc2ccc(Cl)cn2)N1c1ccccn1 (configuration not stated),-8%,3%,2%,-3%,-3%,1%,u,1%,-29,-2%,-7%
O=C(NCCN1CCCC1)c1ccc(Br)cc1,28%,27%,-5%,0%,3%,8%,-17%,1%,-4,-1%,-6%
O=C(OCC(=O)N1CCN(C(=O)c2ccco2)CC1)c1cc(-c2ccc(Cl)c(Cl)c2Cl)nc2ccccc12,-1%,-10%,-12%,1%,-5%,u,-30%,u,40[activator],4%,-75%
CCN(CCCNC(=O)c1c(C)cc(=O)oc1C)c1ccccc1,u,-2%,0%,8%,-1%,14%,-14%,-15%,8,-5%,7%
Cc1cc(C)n(Cc2ccc(NC(=O)c3c([N+](=O)[O-])c(C)nn3C)cc2)n1,-18%,15%,0%,3%,-4%,-24%,-2%,-12%,-7,-1%,-5%

# Continued, starting with the last five of the part before.
SMILES,Menin-MLL TR inh,p53 reactivator,FLuc counter,NPC1 promoter act,ELG1 genotoxic,Gal4-VP16 FLuc,RORgamma inh,PKM2 act,Giardia killer,Rab9 promoter act,BRCA1 expr act
O=C1c2ccccc2C(Nc2ccc(Cl)cn2)N1c1ccccn1 (configuration not stated),-8%,3%,2%,-3%,-3%,1%,u,1%,-29,-2%,-7%
O=C(NCCN1CCCC1)c1ccc(Br)cc1,28%,27%,-5%,0%,3%,8%,-17%,1%,-4,-1%,-6%
O=C(OCC(=O)N1CCN(C(=O)c2ccco2)CC1)c1cc(-c2ccc(Cl)c(Cl)c2Cl)nc2ccccc12,-1%,-10%,-12%,1%,-5%,u,-30%,u,40[activator],4%,-75%
CCN(CCCNC(=O)c1c(C)cc(=O)oc1C)c1ccccc1,u,-2%,0%,8%,-1%,14%,-14%,-15%,8,-5%,7%
Cc1cc(C)n(Cc2ccc(NC(=O)c3c([N+](=O)[O-])c(C)nn3C)cc2)n1,-18%,15%,0%,3%,-4%,-24%,-2%,-12%,-7,-1%,-5%
CSC1=N/C(=C\c2ccccc2)C(=O)N1C,x,-2%,-1%,-1%,5%,u,16%,1%,2,-3%,-34%
CCOC(=O)c1ccc(NC(=O)c2nc[nH]c2C(=O)N[C@@H](CC(C)C)C(=O)OC(C)(C)C)cc1,x,1%,-2%,1%,-4%,6.3µM*,2.5µM*,-3%,40[activator],-9%,-32%
CC(=O)N1CCN(C2=NC(=O)/C(=C\c3cccs3)S2)CC1,5%,3%,-3%,0%,5%,1%,22%,2%,-6,3%,-13%
CCOC(=O)C1=C(CSc2nc(-c3ccccc3)ccc2C#N)OC(N)=C(C#N)C1c1cccnc1 (configuration not stated),5%,20%,u,11%,u,17%,15%,-1%,-26,7%,31%
COc1ccc(NC(=O)CN2CCN(CC(=O)Nc3cc(OC)cc(OC)c3)CC2)cc1,-28%,-24%,11%,0%,8%,-8%,u,1%,10,0%,-16%
COCCN1Cc2cccc(C(=O)Nc3ccc(C)c(C)c3)c2C1=O,2%,5%,7.6µM*,-1%,10%,-1%,-17%,-1%,-1,16%,68%
CCCc1cc(=O)[nH]c(Nc2ccc(OC)c(Cl)c2)n1,-1%,-1%,-2%,3%,-2%,9%,u,-13%,18,8%,-30%
CC1CN(C(=O)CSc2cn(CC(=O)N3CCOCC3)c3ccccc23)CC(C)O1 (configuration not stated),9%,7%,-1%,2%,-1%[9.26 µM],2%,0%,x,-17,0%,4%
COc1ccc(S(=O)(=O)NC(C)C(=O)N2CCCC2)cc1Cl (configuration not stated),-3%,u,0%,-1%,2%,-5%,-10%,1%,-5,-1%,-16%
CC(C)N1CCC(N2CCN(C3CCCCCC3)CC2CCO)CC1 (configuration not stated),-24%,2%,3%,-3%,0%,4%,2%,-8%,-3,-5%,-1%
Cc1ccc(CNC(=O)c2cc(-c3ccccc3)nn2Cc2cc(C)no2)cc1,x,-1%,4%,-5%,-3%,x,x,x,-4,-1%,12%
COc1ccc(C2=C(CC(=O)O)C(=O)CC2)cc1,18%,9%,6%,-5%,0%,-6%,18%,1%,10,-6%,-1%
CC(C(=O)NC(=O)NC1CCCCC1)N1CCN(C(c2ccccc2)c2ccccc2)CC1 (configuration not stated),-6%,-1%,1%,-3%,-4%,11%,6%,1%,11,-2%,-22%
CCOC(=O)c1c(C)c(C(=O)Nc2ccc(F)cc2)c(C)n1C,4%,4%,-6%,-1%,15%,5%,16%,-8%,23,13%,9%
CC1CN(C(=O)c2ccc(C(=O)c3ccccc3)cc2)CC(C)O1 (configuration not stated),0%,6%,0%,-1%,-1%,-2%,-18%,0%,-11,4%,0%
CCOC(=O)c1sc2nc(CC(=O)OC)nc(N3CCN(c4ccc(OC)cc4)CC3)c2c1C,-3%,-3%,3%,0%,-7%,1%,-2%,5%,7,5%,-34%
O=C(CCC(=O)N(c1ccc(F)cc1)C(C(=O)NC1CCCC1)c1ccncc1)Nc1cccnc1 (configuration not stated),1%,-6%,-1%,-2%,7%,-6%,28%,-10%,-2,-5%,-13%
